LYPLA1 counter: counter-screen for PME1 inhibitors: inhibitors of human LYPLA1; O75608; actives 0.16% (n = 320,000); recombinant LYPLA1, FP-Rh probe fluorescence polarization; AID 2174; inhibition, % at 5.9 µM;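 active = inhibition above the mean of all tested compounds plus 3 SD, set per campaign, cut at about 14% in these data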;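 note: inhibitors block serine hydrolase probe labeling of LYPLA1 so polarization falls; 0% = enzyme with DMSO and 100% = wells lacking LYPLA1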
PAFAH1B2 FP inh: blocks human PAF acetylhydrolase 1b catalytic subunit 2; P68402; recombinant PAFAH1B2, FP-rhodamine activity probe, fluorescence polarization; inhibition, % at 3.39 µM; actives 1.2% (n = 340,000); AID 492953;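 active = inhibition above the mean of all tested compounds plus 3 SD, cut at about 24% in these data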;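 note: 0% = enzyme with DMSO and 100% = wells lacking PAFAH1B2; many of its hits are not listed in these tables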
LYPLA2 counter: counter-screen for PME1 inhibitors: inhibitors of human LYPLA2; O95372; recombinant LYPLA2, FP-Rh probe fluorescence polarization; inhibition, % at 5.9 µM; actives 0.38% (n = 320,000); AID 2177;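 active = inhibition above the screen-wide mean plus 3 SD, limit set per campaign, cut at about 26% in these data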;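 note: 0% = LYPLA2 with DMSO and 100% = wells lacking LYPLA2 enzyme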
PAD4 FP inh: blocks human protein arginine deiminase 4 | Q9UM07 | recombinant PAD4, RCA probe fluorescence polarization | inhibition, % at 6.36 µM | actives 0.41% (n = 330,000) | AID 485272;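 active = percent inhibition above a cutoff equal to the mean of all tested compounds plus 3 SD, cut at about 15% in these data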;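 note: 0% = PAD4 with RCA probe and DMSO and 100% = probe without PAD4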
GSTO1 inh: blocks human GSTO1 in RBBP9 counter-screen; recombinant GSTO1, activity-based probe fluorescence polarization; inhibition, % at 5.96 µM; actives 1.1% (n = 300,000);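 active = inhibition above the campaign mean inhibition plus 3 SD, cut at about 35% in these data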;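 note: 0% = GSTO1-1 with DMSO and 100% = wells lacking GSTO1-1 enzyme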
Target sequence (P78417 whole entry, looked up): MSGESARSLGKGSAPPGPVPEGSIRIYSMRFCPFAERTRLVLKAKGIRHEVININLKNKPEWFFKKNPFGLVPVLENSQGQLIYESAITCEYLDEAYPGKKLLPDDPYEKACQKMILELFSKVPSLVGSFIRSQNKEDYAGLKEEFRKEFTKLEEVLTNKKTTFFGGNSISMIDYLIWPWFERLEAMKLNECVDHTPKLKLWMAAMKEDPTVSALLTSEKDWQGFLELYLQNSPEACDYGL
PME-1 inh: blocks human protein phosphatase methylesterase 1; Q9Y570; recombinant PME-1, FP-Rh probe fluorescence polarization; inhibition, % at 5.9 µM; actives 0.53% (n = 320,000); AID 2130;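 active = inhibition above the campaign mean of all compounds plus 3 SD, cut at about 26% in these data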;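 note: competitive labeling of PME-1 active site by serine hydrolase directed probe; 0% = PME-1 with DMSO and 100% = wells lacking PME-1 enzyme; inhibitors block probe labeling so polarization falls and inhibition rises; many of its hits are not listed in these tables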
Target sequence (Q9Y570 whole entry, looked up): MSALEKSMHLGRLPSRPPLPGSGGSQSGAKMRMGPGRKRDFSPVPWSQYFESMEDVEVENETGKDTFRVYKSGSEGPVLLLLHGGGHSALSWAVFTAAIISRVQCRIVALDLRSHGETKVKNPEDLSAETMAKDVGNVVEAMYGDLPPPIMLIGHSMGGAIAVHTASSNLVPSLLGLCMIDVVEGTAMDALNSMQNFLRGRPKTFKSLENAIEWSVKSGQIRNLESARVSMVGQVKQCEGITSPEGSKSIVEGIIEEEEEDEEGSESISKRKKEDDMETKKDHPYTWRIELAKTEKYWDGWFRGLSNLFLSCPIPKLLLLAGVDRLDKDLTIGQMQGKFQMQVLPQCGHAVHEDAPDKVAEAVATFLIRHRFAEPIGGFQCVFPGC
pPAFAH FP inh: inhibitors of human plasma PAF acetylhydrolase (pPAFAH). actives 1.5% (n = 330,000). recombinant pPAFAH, FP-rhodamine probe fluorescence polarization. inhibition, % at 3.39 µM. Q13093;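 active = inhibition above the mean inhibition across the screen plus 3 SD, cut at about 25% in these data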;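 note: inhibitors block binding of the rhodamine activity-based probe so polarization drops; 0% = enzyme with DMSO and 100% = wells lacking pPAFAH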
PAFAH2 FP inh: PAFAH2 (human) inhibition. Q99487. AID 492956. actives 0.99% (n = 340,000). inhibition, % at 3.39 µM. recombinant PAFAH2, FP-rhodamine activity probe, fluorescence polarization;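 active = inhibition above the mean over all tested compounds plus 3 SD, cut at about 30% in these data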;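 note: inhibitors block probe labeling of enzyme so polarization drops; 0% = enzyme with DMSO and 100% = wells lacking PAFAH2 protein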
PAFAH1B3 FP inh: PAFAH1B3 (human) inhibition. AID 492972. Q15102. actives 0.28% (n = 340,000). recombinant PAFAH1B3, FP-rhodamine probe, fluorescence polarization. inhibition, % at 3.39 µM;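 active = inhibition above the screen-wide average of all tested compounds plus 3 SD, cut at about 25% in these data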;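 note: 0% = enzyme with DMSO only and 100% = wells lacking PAFAH1B3 protein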
Target sequence (Q15102 whole entry, looked up): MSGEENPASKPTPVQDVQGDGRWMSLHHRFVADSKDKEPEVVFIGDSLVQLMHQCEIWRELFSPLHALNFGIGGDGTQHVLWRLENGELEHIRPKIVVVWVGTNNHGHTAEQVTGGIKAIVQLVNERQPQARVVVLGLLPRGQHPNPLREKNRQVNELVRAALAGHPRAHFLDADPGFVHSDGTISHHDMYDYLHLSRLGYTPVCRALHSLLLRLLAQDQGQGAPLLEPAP
The depositor's hits bear a star; . = no result given. This is a subset; count on the stated rates, not on these rows.

Molecule	PAFAH1B3 FP inh	PME-1 inh	PAFAH1B2 FP inh	LYPLA2 counter	GSTO1 inh	LYPLA1 counter	PAFAH2 FP inh	pPAFAH FP inh	PAD4 FP inh
COc1ccc(OCCn2cc(/C(N)=N/O)c3ccccc32)cc1	5	6	1	5	8	4	0	-1	6
COc1cc(CN2CCN(C(c3ccccc3)c3ccccc3)CC2)cc(OC)c1OC	11	-7	5	-2	3	-2	-5	4	-2
O=C(CN1C(=O)C(=O)N(C2CCCC2)C1=O)Nc1ccccc1OC(F)F	10	.	2	.	.	.	-5	1	-1
CCCOc1ncnc2c1[nH]c1ccc(C)cc12	.	1	.	0	2	-3	.	2	2
CC1CN(c2ccc(C(=O)c3ccccc3C(=O)O)cc2[N+](=O)[O-])CC(C)O1 (stereo not given)	3	3	2	1	-4	5	3	2	2
CCN1C(=O)C2C(c3ccc(O)c(OC)c3)NC(C)(C(=O)OC)C2C1=O (stereo not given)	-5	-4	4	1	4	4	-3	7	3
COCCNC(=O)CN(C(=O)Cn1nnc2ccccc21)c1ccccc1	-3	-1	1	-3	6	-2	2	5	2
Fc1cc(NC(=S)NCc2ccc(CNC(=S)Nc3ccc(Cl)c(F)c3)cc2)ccc1Cl	-42	-68	-23	-59	-42	-31	-60	-24	-6
CNc1c([N+](=O)[O-])ncn1C	8	-4	2	1	1	3	-1	5	1
O=C(COC(=O)CCS(=O)(=O)c1ccc(Cl)cc1)NCCc1ccc(Cl)cc1Cl	-5	7	26*	-4	28	-2	-3	3	3
O=C(CSc1nncc(=O)[nH]1)Nc1cccc([N+](=O)[O-])c1	6	0	6	10	35*	-4	-3	-3	3
Cc1cn2c(=O)c(C(=O)N3CCN(c4ccccc4F)CC3)cnc2s1	6	6	-1	0	-5	0	-1	6	4
Cc1c(N(C)C(=O)c2ccco2)c(=O)n(-c2ccccc2)n1C	5	9	4	7	2	2	8	2	3
CCCNC(=O)c1ccc(N2CCC3(CC2)CC(c2ccc(Cl)cc2)=NO3)c([N+](=O)[O-])c1	1	2	2	23	1	0	-4	5	2
CCCC(=NCc1ccccc1)C1=C(O)C(C(=O)OC)C(C)(C)CC1=O (stereo not given)	5	-2	2	6	4	4	2	-2	0
CC1CCCC(NC(=O)CCNS(=O)(=O)c2ccc(Br)cc2)C1C (stereo not given)	-2	-2	14	6	-9	3	3	6	7
CC(C)[C@H](Nc1ccc(S(=O)(=O)N2CCOCC2)cc1[N+](=O)[O-])C(=O)OCC(N)=O	5	10	0	2	4	5	-2	-1	0
CC(C)CCNC(=O)c1onc(CSc2ccccn2)c1C(=O)NCCC(C)C	5	-8	-7	-10	1	-8	-3	-6	2
CC(C)CNC(=S)NC1CC2CCCC(C1)N2C1CCCCC1 (stereo not given)	8	-1	6	9	-1	4	-7	0	-4
CCOC(=O)[C@@H]1[C@H]2COc3cc(OC)ccc3[C@H]2N2C(=O)N(c3ccccc3)C(=O)[C@]12C	-1	.	-2	.	.	.	3	11	-2
COc1ccc(-n2c(=S)[nH]c3c(oc4ccccc43)c2=O)cc1	10	2	2	1	-1	-3	7	1	10
Cc1cc(C)c(C)c(Oc2ncnc(N)c2[N+](=O)[O-])c1	2	1	7	-1	-2	3	6	6	-2
CCCC(=O)N(c1ccc(OC)cc1)C1C=CS(=O)(=O)C1 (stereo not given)	8	3	9	2	7	1	10	-1	4
O=C(O)C1CCN(S(=O)(=O)c2cccc3nonc23)CC1	7	-4	2	-3	-1	-3	-4	7	2
CC1CN(S(=O)(=O)c2ccc(C(=O)NC3CCCCC3)cc2)CC(C)O1 (stereo not given)	12	.	5	.	.	.	9	2	4

(next part)
Molecule	PAFAH1B3 FP inh	PME-1 inh	PAFAH1B2 FP inh	LYPLA2 counter	GSTO1 inh	LYPLA1 counter	PAFAH2 FP inh	pPAFAH FP inh	PAD4 FP inh
COc1ccc(Nc2nc(N3CCCC3)nc(N3CCOCC3)n2)cc1	3	-3	6	4	6	3	-7	11	-4
CC(=O)NC(O)C(=O)c1ccco1 (stereo not given)	0	3	-1	5	6	4	5	2	3
CN1C(=O)C2(N=c3ccccc3=N2)c2ccccc21	2	-3	-1	-2	1	1	10	-2	0
Cc1ccc(NC(=O)CCCn2nc(C)c3c(C)n(-c4ccccc4)nc3c2=O)cc1C	4	-1	4	6	0	5	3	0	6
CCOCCCN(C)C1CCN(C(=O)c2oc3ccccc3c2NC(=O)COc2ccc(F)cc2)CC1	5	4	4	-5	2	-4	-1	4	5
COc1ccc(N2CCN(C(CNC(=O)C3CCCCC3)c3ccco3)CC2)cc1 (stereo not given)	-3	-1	-4	-2	-3	3	9	8	-2
CCCCOC(=O)c1ccc(O)cc1	6	-14	2	-2	1	-2	2	0	3
O=C(/C=C/c1ccccc1)NCCSc1ccc(Cl)cc1	4	-8	29*	0	10	-4	2	2	-1
COc1cc(NS(=O)(=O)c2c(C(=O)N3CCOCC3)c(C)n(C)c2C)cc(OC)c1OC	5	-3	0	6	2	-1	-2	4	1
O=C1C2CCCN2C(c2cccc(F)c2)N1c1cccc(Cl)c1 (stereo not given)	8	-1	-1	3	-1	3	0	-1	2
O=C(CNC(=O)c1ccccc1)Oc1cccc(Cl)c1	.	0	.	-2	1	-2	.	7	-3
CCOC(=O)C1C(=O)NC(C)C1c1ccccc1 (stereo not given)	9	-10	14	4	-4	-1	-1	-4	3
O=C(O)c1cccc2c1C(=O)c1ccccc1-2	3	2	-1	2	0	0	8	5	4
CC(C(=O)NCc1ccco1)n1cc(C(=O)c2ccco2)c2ccccc21 (stereo not given)	7	12	0	7	-10	-2	-6	-1	1
Cc1ccc(Nc2ncccc2C(=O)NCc2cccs2)c(C)c1	3	4	6	10	-2	0	11	4	-7
CCOc1ccccc1CNC(=O)c1ccc2nc(N3CCOCC3)sc2c1	4	-1	3	-1	4	-1	3	1	4
COc1ccc(C)cc1NC(=O)CCNS(=O)(=O)c1ccc2c(c1)CCC(=O)N2	8	2	0	1	5	0	4	4	1
COc1ccc(C(CC(=O)c2ccccc2)CC(=O)c2ccccc2)cc1OC	1	-8	3	-5	2	-7	7	4	1
COc1cc(/C=C(\C#N)c2nc3ccccc3o2)ccc1O	10	17	3	-1	-2	3	0	3	-11
Cc1nnc(N(C)C(=O)c2cccnc2)s1	-5	-3	-2	11	1	1	5	4	-2
O=C(C1=C[C@H](C2CC2)C[C@H](OCc2ccc(CO)cc2)O1)N1CCOCC1	11	-1	-7	9	1	2	3	9	2
CCN1C(=O)C(CC(=O)Nc2ccc(Br)cc2)N(CCCc2ccccc2)C1=S (stereo not given)	-5	-44	1	-59	-7	-29	-35	-3	-3
COc1ccccc1NC(=O)Nc1nc(CC(=O)Nc2ccc(OC)c(OC)c2)cs1	1	6	5	-14	-8	-8	0	1	4
COc1cc2c(c(OC)c1OC)CC(=O)N(C)CC2	2	-2	-2	-3	2	-2	6	2	0
CC1CCc2c(C(=O)OCC(=O)Nc3cccc(S(=O)(=O)N4CCCCCC4)c3)csc2C1 (stereo not given)	-38	7	-17	-16	-1	-25	-2	1	1

Additional records
Molecule	PAFAH1B3 FP inh	PME-1 inh	PAFAH1B2 FP inh	LYPLA2 counter	GSTO1 inh	LYPLA1 counter	PAFAH2 FP inh	pPAFAH FP inh	PAD4 FP inh
C[C@@H](CO)NC(=O)c1ccc2c3n(nc2c1)-c1ccc(Cl)cc1CO3	1	-2	4	-8	4	-5	0	-2	-6
Cc1cc(C)c2c(N)c(C(=O)Nc3ccccc3Br)sc2n1	4	-2	-3	-3	6	-1	4	19	1
c1ccc(Cn2nc(-c3ccccc3)nc2-c2ccccc2)cc1	5	-2	2	6	-1	-1	-1	5	0
CCOC(=O)CN=C/C(C(=O)Nc1nccs1)=C(/C)O	-4	-6	2	-4	-11	3	-1	5	0
Cc1nc2ccccn2c1C(=O)NC1CCCc2ccccc21 (stereo not given)	4	-4	-2	-1	19	-4	7	-3	-1
COc1ccc(S(=O)(=O)N/N=C\c2ccc(OC)c(COc3ccc(C)cc3[N+](=O)[O-])c2)cc1	6	16	5	-18	0	3	3	2	-3
COc1ccc(/C=C/c2nc(C#N)c(NCCN(C)C)o2)cc1OC	13	1	2	2	6	0	-1	5	4
Nc1ccccc1-c1nnc2n1CCCCC2	2	-7	5	3	5	3	-17	-3	3
C=CCN1C(=O)N(/C=C/C)c2cccc3cccc1c23	2	1	2	6	10	-2	2	8	5
CC1N=C(N)C(c2nc3ccccc3n2C)=C1O (stereo not given)	8	0	3	5	4	2	-1	2	4
CC1=C(C(=O)Nc2nc3ccccc3s2)C(c2ccco2)C(C#N)=C(SCC(=O)NC2CCCCC2)N1 (stereo not given)	-26	-48	-17	-49	-14	-27	-37	-6	-6
Cc1ccc(-n2nnnc2CN2CCCCC2)cc1	-7	3	0	33*	1	4	4	2	0
Cc1ccc(C)c(N2CCN(CCCNC(=O)Cn3c(=O)c4cccn4c4cccnc43)CC2)c1	5	-8	3	1	-4	1	5	2	0
O=C(CCS(=O)(=O)c1ccccc1)Nc1nc2ccc(F)cc2s1	6	-1	1	-8	-21	-2	1	8	-5
COc1ccc(C(CNC(=O)c2cccc(NS(=O)(=O)c3ccc(C)c(F)c3)c2)N2CCOCC2)cc1 (stereo not given)	6	0	0	1	-1	-2	3	9	0
S=c1[nH]nc(-c2ccc3ccccc3n2)o1	1	8	-1	-4	-6	1	6	4	-5
Cc1ccc(N2C(=O)C3C(c4ccccc4)(C2=O)C3(c2ccccc2)c2ccccc2)cc1 (stereo not given)	6	-1	4	0	-10	0	-2	4	0
COc1ccc(NS(=O)(=O)c2ccc(OC)c3ccccc23)cn1	2	-2	1	1	8	-3	-1	-4	2
CN(Cc1cccc(-n2cccn2)c1)Cc1cn(C)nc1-c1ccccc1F	-6	-4	0	-3	3	-4	8	1	-4
O=C(CSc1c[nH]c2ccccc12)N1CCOCC1	-5	-5	3	4	4	2	-5	-3	-3
O=c1n(-c2cccc(Cl)c2)c(=O)n2n1CCC2	10	-3	-1	-1	3	3	0	-3	2
CNS(=O)(=O)c1ccc2nc(NC(=O)/C=C/c3ccco3)sc2c1	6	-5	1	2	-12	-5	-2	9	-7
O=C(O)Cn1c(=O)c2c3c(sc2n(Cc2ccccc2)c1=O)CCCC3	0	-6	1	3	2	3	-1	9	-4
COc1cc(C)c(S(=O)(=O)N2CCOCC2)c(C)c1C	-3	7	6	4	6	2	-1	3	-5
COc1cc(OC)c2c(=O)cc(-c3ccccc3)oc2c1	8	-3	3	5	-11	2	1	-2	2

Later entries
Molecule	PAFAH1B3 FP inh	PME-1 inh	PAFAH1B2 FP inh	LYPLA2 counter	GSTO1 inh	LYPLA1 counter	PAFAH2 FP inh	pPAFAH FP inh	PAD4 FP inh
O=C(CC1Oc2ccc(Cl)cc2NC1=O)NC1CCCCCC1 (stereo not given)	8	7	8	-4	13	3	-9	4	0
COc1ccc(C(=O)NN=C(Cc2ccccc2)Cc2ccccc2)cc1OC	15	-10	12	4	-3	-2	-5	3	7
COc1ccccc1Cn1cnc2cccnc21	5	6	0	5	-1	2	1	9	2
Nc1nc(CC(=O)CSc2ccc(Cl)cc2)nc(Nc2ccc(F)cc2)n1	.	0	.	6	13	6	.	3	-8

Compound activity: PubChem BioAssay, The Scripps Research Institute Molecular Screening Center
